PI4K2A inh – inhibitors of human PI4K2A. purified PI4K2A, ADP-Glo luminescence, 1 h; active compounds read low. activity change, negative = inhibition, % at 76.9 µM. 420,000 compounds, 0.13% hits; in the data active means activity change below about -50%; inconclusive means mostly about -30% to -49%;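 further: -100% = wells without enzyme as full effect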
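PI4K2A activity was measured by ADP-Glo luminescence: enzyme (4 ug/mL stock) and phosphatidylinositol (1.2 mM stock) in Tris pH 7.5/MgCl2/EGTA/Triton X-100 buffer were reacted with ATP (300 microM stock) for one hour at ambient temperature.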
RGS4 inhibitor – inhibitors of human regulator of G protein signaling 4; P49798; Transcreener GDP fluorescence polarization, RGS4-accelerated GTP hydrolysis; Potency, µM (highest dose often 114 µM), without a hit: top-dose activity change, negative = inhibition, most hits filed as inhibitors; 390,000 compounds, 0.039% hits; AID 504845; further: potency means the concentration at half of the fitted maximal effect; on the % scale 0 is the no-effect control and ±100 the full control effect; nearly all actives have a fitted effect of over 75% in size; some results filed as inactive show a strong effect at the top dose
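MLSMR compounds (23 nl, pin-transferred) preincubated 10 min at room temperature with a 500nM (2x) first reagent, then RGS4 at 900nM (2x) plus Transcreener GDP mix added; fluorescence polarization (620/688 nm) read before and after 90 min at 30 °C.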
ALOX12 inh – blocks human arachidonate 12S-lipoxygenase | Potency, µM (highest dose often 108 µM), for the others: top-dose activity change, negative = inhibition, hits mostly inhibitors | AID 1671190 | P18054 | purified 12hLO, xylenol orange hydroperoxide absorbance | 580,000 compounds, 1.1% hits; further: potency means the concentration at half of the fitted maximal effect; on the % scale 0 is the no-effect control and ±100 the full control effect
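Purified human 12hLO at 150 nM in 25 mM Hepes, 0.01% Triton X-100, pH 7.0, preincubated 15 min at room temperature with compound. Reaction started with 40 uM arachidonic acid, 30 min at room temperature. Hydroperoxide measured by Fe-xylenol orange, 573/405 nm absorbance ratio.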
GLS inhibitor – inhibitors of human glutaminase (GLS); GLS enzymatic activity, qHTS titration; Potency, µM (titrated, usually from 45.5 µM), without a hit: top-dose activity change, negative = inhibition, most hits filed as inhibitors; 410,000 compounds, 0.21% hits; AID 624170; further: potency means the concentration at half of the fitted maximal effect; on the % scale 0 is the no-effect control and ±100 the full control effect
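Human kidney-isoform GLS in 45 mM KH2PO4 pH 8.2, 0.02% Tween-20, with compound, started with 1mM L-Glutamine (added stock). Glutamate oxidase/HRP/Amplex red coupled fluorescence read at start and after 30 min at RT.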
G9a block – blocks human histone lysine methyltransferase G9a; G9a H3K9 monomethylation, AlphaScreen, 2 h; Potency, µM (series often up to 102 µM), inactives show top-dose activity, negative = inhibition, most hits filed as inhibitors; 350,000 compounds, 8.8% hits; AID 504332; further: potency means the concentration at half of the fitted maximal effect; on the % scale 0 is the no-effect control and ±100 the full control effect; nearly all actives have a fitted effect of over 75% in size
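AlphaScreen read-out: biotin-H3K9 peptide (500 nM) methylation by 20 nM enzyme with 20 uM SAM, 2 h at room temperature after 15 min compound preincubation; anti-monomethyl H3K9 antibody plus donor/acceptor beads, 10 min dark.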
JMJD2A Tudor – inhibitors of human JMJD2A Tudor domain | O75164 | AlphaScreen JMJD2A-Tudor / H3K4me3 peptide binding | Potency, µM (titrated, usually from 114 µM), for inactives: top-dose activity change, negative = inhibition, usual class: inhibitors | 390,000 compounds, 4.4% hits | AID 504339; further: potency means the concentration at half of the fitted maximal effect; on the % scale 0 is the no-effect control and ±100 the full control effect; nearly all actives have a fitted effect of over 50% in size
HP1b chromo inh – HP1-beta chromodomain-methylated histone interaction inhibition | Potency, µM (doses to about 114 µM), for inactives: at the highest dose activity change, negative = inhibition, usual class: inhibitors | 390,000 compounds, 0.56% hits | AID 540317 | P83916 | AlphaScreen HP1-beta / biotin-H3K9me3 peptide binding; further: potency means the concentration at half of the fitted maximal effect; nearly all actives have a fitted effect of over 70% in size; inactives centre near 23
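Compound inhibition of the preformed complex between 50 nM HP1-beta and 50 nM biotinylated H3K9me3 peptide was read by AlphaScreen. Buffer was PBS pH 7.4 with 0.01% Tween-20. Incubations ran 30 min at room temperature, with 10 ug/mL donor/acceptor beads.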
ERG Ets-DNA blk – inhibitors of human ERG Ets domain-DNA interaction | P11308 | fluorescence polarization, His-ERG Ets domain / labelled DNA | Potency, µM (titrated, usually from 76.9 µM), for inactives: at the highest dose FP activity, negative = inhibition, usual class: inhibitors | 370,000 compounds, 0.028% hits; active means well fitted inhibition curve with a large enough effect in the polarisation, with a control signal flat; inconclusive means small, poorly fitted or top-dose-only effect, or effect the other way, or a change in a side signal; inactive means no such curve, though single readings can be large or run the other way; the % refers to the polarisation;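 further: polarization taken with two DNA probes labelled with fluorescein and Texas red; potency means the concentration at half of the fitted maximal effect; % of control where 0% means no effect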
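His-tagged ERG Ets domain (1 uM in the protein solution; 300mM KCl, 50mM Tris-HCl, 1mM EDTA, 1mM DTT, pH 7.5) received compound, then a probe mix of 5 nM fluorescein-DNA and 100nM Texas-615-DNA. Fluorescence polarization was read for both dyes.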
BAZ2B block – inhibitors of human BAZ2B bromodomain; 360,000 compounds, 4.4% hits; Q9UIF8; Potency, µM (top dose mostly 114 µM), inactives show at the highest dose activity change, negative = inhibition, usual class: inhibitors; AlphaScreen BAZ2B-H3K14Ac peptide displacement; AID 504333; further: potency means the concentration at half of the fitted maximal effect; on the % scale 0 is the no-effect control and ±100 the full control effect; nearly all actives have a fitted effect of over 60% in size
Target sequence (Q9UIF8 whole entry, looked up): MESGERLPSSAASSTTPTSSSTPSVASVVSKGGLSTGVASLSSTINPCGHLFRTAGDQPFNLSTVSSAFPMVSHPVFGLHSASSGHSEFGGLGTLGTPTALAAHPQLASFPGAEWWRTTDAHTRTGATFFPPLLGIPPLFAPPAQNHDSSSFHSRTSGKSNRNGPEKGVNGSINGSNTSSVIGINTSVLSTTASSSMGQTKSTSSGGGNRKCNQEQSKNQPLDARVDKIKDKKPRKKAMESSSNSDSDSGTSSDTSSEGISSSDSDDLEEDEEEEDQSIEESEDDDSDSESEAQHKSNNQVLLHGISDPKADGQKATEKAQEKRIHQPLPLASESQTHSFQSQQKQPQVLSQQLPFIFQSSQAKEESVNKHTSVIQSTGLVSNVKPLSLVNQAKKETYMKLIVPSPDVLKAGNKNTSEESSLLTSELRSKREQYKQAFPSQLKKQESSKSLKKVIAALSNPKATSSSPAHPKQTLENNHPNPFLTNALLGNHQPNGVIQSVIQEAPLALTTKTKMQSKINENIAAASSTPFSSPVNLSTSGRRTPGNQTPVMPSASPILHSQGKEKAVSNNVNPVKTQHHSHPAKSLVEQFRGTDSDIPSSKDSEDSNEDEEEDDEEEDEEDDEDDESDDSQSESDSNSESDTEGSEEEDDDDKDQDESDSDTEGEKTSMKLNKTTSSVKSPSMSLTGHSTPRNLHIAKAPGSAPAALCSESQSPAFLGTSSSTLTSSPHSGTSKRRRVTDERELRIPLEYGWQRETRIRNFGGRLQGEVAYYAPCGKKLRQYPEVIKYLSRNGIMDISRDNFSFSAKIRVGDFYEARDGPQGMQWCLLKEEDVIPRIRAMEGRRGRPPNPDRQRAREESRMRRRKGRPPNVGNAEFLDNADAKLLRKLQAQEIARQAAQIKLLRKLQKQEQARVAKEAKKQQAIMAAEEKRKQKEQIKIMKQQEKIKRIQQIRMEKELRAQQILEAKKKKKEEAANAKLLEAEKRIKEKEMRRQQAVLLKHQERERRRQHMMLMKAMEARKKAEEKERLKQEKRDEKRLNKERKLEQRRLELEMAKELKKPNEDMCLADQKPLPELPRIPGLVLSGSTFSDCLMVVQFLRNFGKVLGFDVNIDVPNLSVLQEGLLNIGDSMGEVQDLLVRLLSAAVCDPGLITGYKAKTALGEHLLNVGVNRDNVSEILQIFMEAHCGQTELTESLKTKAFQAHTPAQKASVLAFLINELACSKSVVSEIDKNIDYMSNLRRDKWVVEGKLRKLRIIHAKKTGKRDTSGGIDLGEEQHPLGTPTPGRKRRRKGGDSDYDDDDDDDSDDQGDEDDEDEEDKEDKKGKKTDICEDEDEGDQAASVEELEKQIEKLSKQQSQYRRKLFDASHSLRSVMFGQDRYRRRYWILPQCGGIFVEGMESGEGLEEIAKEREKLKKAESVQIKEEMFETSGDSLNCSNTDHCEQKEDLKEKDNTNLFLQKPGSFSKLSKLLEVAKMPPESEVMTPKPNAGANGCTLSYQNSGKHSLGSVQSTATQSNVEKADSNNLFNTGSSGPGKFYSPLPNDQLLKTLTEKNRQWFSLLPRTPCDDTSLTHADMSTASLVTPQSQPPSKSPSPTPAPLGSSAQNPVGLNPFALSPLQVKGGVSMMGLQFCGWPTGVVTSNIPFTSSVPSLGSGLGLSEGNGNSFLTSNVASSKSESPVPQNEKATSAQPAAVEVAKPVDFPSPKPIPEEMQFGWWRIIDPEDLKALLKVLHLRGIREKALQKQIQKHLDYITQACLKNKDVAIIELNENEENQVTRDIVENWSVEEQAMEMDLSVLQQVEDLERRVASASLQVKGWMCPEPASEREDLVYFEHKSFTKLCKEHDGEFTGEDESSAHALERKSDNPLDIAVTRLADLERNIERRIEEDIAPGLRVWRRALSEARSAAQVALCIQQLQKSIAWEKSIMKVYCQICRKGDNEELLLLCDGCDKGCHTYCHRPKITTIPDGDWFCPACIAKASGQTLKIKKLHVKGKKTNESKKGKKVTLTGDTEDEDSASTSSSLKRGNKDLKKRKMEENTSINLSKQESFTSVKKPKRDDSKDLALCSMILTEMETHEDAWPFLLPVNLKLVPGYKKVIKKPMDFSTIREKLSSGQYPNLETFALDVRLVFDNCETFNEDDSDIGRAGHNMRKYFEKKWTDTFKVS
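AlphaScreen displacement of biotin-H3(5-23)K14Ac peptide (50 nM final) from BAZ2B (50 nM final) in PBS pH 7.4, 0.01% Tween-20; complex preformed 30 min RT, then compounds (top 110 uM) 30 min RT, beads 20 min dark.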
The depositor's hits bear a star; ? = inconclusive; · = not tested or not shown; & = joins results of further samples; [ ] = remark or other dose. Unless noted, the call rests on the fitted dose curve; in most records, active means well fitted curve in the direction sought with a large enough effect; inconclusive means small, poorly fitted or top-dose-only effect, or another doubt; inactive means no such curve, though single readings can be large; an effect the other way counts as inactive or inconclusive.

PI4K2A inh	RGS4 inhibitor	ALOX12 inh	GLS inhibitor	G9a block	JMJD2A Tudor	HP1b chromo inh	ERG Ets-DNA blk	BAZ2B block	SMILES
-1	1%	0%	4%	-25%[12.7 µM]	-13%	22%	4%	8%	O=C(NC1(C(F)(F)F)NC(=O)N(Cc2cccnc2)C1=O)c1cccs1 (configuration not stated)
0	2%	?	2%	7.1µM*	1.3µM*	45µM*	5%	18µM*	COc1ccc(S(=O)(=O)N2CCN(C3CCCC(C)C3)CC2)cc1 (configuration not stated)
-1	-12%	0%	0%	-29%[12.7 µM]	-27%	14%	-6%	-32%	CCOC(=O)c1sc(N)c(C(=O)OCC)c1COC(=O)C1CC(=O)N(Cc2ccco2)C1 (configuration not stated)
0	53%	-1%&4%	4%	-11%	-6%	26%	11%	-6%	CCc1cc(=O)oc2c(C)c(OCC(=O)NCc3ccccn3)ccc12
-7	-6%	0%&-1%	-5%	?	-12%	15%	-3%	-2%	Cc1ccc(NC(=O)Cn2nc(C)c3ccccc3c2=O)c(C)c1
-10	-6%	1%	4%	-8%	-6%	16%	4%	-23%	COc1cc(/C=N/NC(=O)c2nonc2C)ccc1O
2	14%	4%	10%	5%	-7%	18%	13%	0%	CCOc1cccc(C(=O)Nc2ccccc2C(=O)N2CCOCC2)c1
-3	8%	-9%	-5%	-2%	-7%	28%	3%	4%	CC(C)c1onc(C(=O)NC(C)c2ccccc2)c1[N+](=O)[O-] (configuration not stated)
5	-50%	0%	-4%	-36%	?	16%	-3%	-27%	CCOC(=O)Cc1[nH]nc2c1C(C1C=CCCC1)C(C#N)=C(N)O2 (configuration not stated)
4	-11%	-29%	-3%	?	?	-25%	17%	40µM*	CCOC(=O)c1ccc(N2C(=O)c3n[nH]c(-c4ccco4)c3C2c2ccc([N+](=O)[O-])cc2)cc1 (configuration not stated)
2	-24%	22%	13%	-28%	-10%	15%	-3%	0%	Cn1c(=O)c2c(SCC(=O)N3CCN(c4ccccc4)CC3)nc(C3CC3)nc2n(C)c1=O
-1	-5%	-4%	-14%	5%[59 µM]	-18%	26%	1%	1%	COc1ccccc1-c1noc(-c2ccc(N3CCC(C)CC3)c([N+](=O)[O-])c2)n1
1	26%	-1%	4%	-13%	-10%	25%	1%	-12%[57.1 µM]	CCCN1CCN(C(=O)CCn2c(=O)c3cccn3c3cccnc32)CC1
0	-5%	-6%	8%	12%[12.7 µM]	-2%	47%[activator]	2%	6%	O=C(NNC(=O)c1ccc2nc[nH]c2c1)c1ccccc1
-2	-11%	-3%	6%	?	?	-9%	14%	-37%[57.1 µM]	Cc1cccc(C)c1-n1ncc(C(=O)Nc2ccc3c(c2)OCO3)c1C1CCN(C(=O)OC(C)(C)C)CC1
13	-3%	·	-13%	-10%	2%	31%	-10%	-18%	COc1ccccc1N1CCN(S(=O)(=O)c2ccc(Cl)cc2)CC1
-6	12%	2%	7%	3%	?	-3%	8%	-28%	c1ccc(CNC2=NCCC2)nc1
4	-3%	·	8%	?	-21%	9%	-2%	-20%	Cc1cc(C)cc(OC(C)C(=O)Nc2ccc(S(=O)(=O)Nc3cc(C)nc(C)n3)cc2)c1 (configuration not stated)
7	17%	5%	1%	17%[12.7 µM]	-15%	36%	2%	0%	COc1cc(C(=O)Nc2ccc(C)cn2)ccc1OCC(=O)N1CCOCC1
2	-17%	-18%	-8%	18%[59 µM]	4%[57.1 µM]	47%[activator]	7%	9%	CC1CCN(CC(O)COCCOc2ccc(Br)cc2)CC1 (configuration not stated)
4	14%	-14%	0%	-7%[12.7 µM]	-14%	4%	·	0%	O=S(=O)(c1ccc(OCC(O)CN2CCC(Cc3ccccc3)CC2)cc1)N1CCOCC1 (configuration not stated)
6	-1%	19%	-2%	3%	-17%	24%	-3%	-6%	CCC(Sc1nc2cc(OC)c(OC)cc2c(=O)n1CCc1ccc(S(N)(=O)=O)cc1)C(=O)NCCOC (configuration not stated)
0	-23%	-17%	-37%	8.9µM*	79µM*	-18%	-7%	-37%	CCOc1cc(CNc2ccc3c(c2)CCC3)ccc1O
2	-134%	11µM*	?	·	1µM*	2µM*	-1%	·	O=C1C(Cl)=C(Oc2ccccc2)C(=O)c2ccccc21
1	9%	0%	7%	0%	-9%	46%[activator]	-3%	-2%	CC(C)(C)NC(=O)COc1ccccc1C#N
3	-6%	?	1%	22%[2.33 µM]	-10%	47%[activator]	-6%	12%	CCCCCCSc1ccc([C@@H]2[C@H]3C(=O)N(C)C(=O)[C@H]3[C@]3(C(=O)OC)CCCCN23)cc1
-2	25%	4%	3%	·	-8%	22%	5%	·	CCCCN(C(=O)c1ccncc1)c1c(N)n(CCC)c(=O)[nH]c1=O
-2	-23%	-6%	19%	-6%	-2%	22%	10%	-7%	O=C(O)CCC(=O)Nc1sc2c(c1C(=O)NC1CCCC1)CCCC2
11	-7%	0%&-1%	-1%	-9%	-16%	6%	-2%	-1%	CC(=O)Nc1ccc(-c2nc3ccc(NC(C)=O)cc3o2)cc1
-16	17%	-3%	-1%	6%[59 µM]	-21%	67%[activator]	8%	2%	COc1ccc(/C=C/c2nc3ccccc3n2Cc2ccc(OC)c(OC)c2)cc1
3	?	0%	?	14%[12.7 µM]	?	-8%	-8%	-19%	N#Cc1cnc2c(-c3ccccc3)c(-c3ccccc3)nn2c1N
-1	-9%	9%	0%	-4%[59 µM]	-22%	19%	0%	-34%	COc1ccc(NC(=O)c2[nH]nc3c2CSc2ccccc2-3)c(OC)c1
-2	-21%	-15%	68%[activator]	35µM*	-22%	22%	-3%	-36%	COc1ccc(N2CCN(Cc3nnc(-c4ccccc4)o3)CC2)cc1
7	24%	220%[activator]	27%	?	-5%	35%	-3%	-5%	Cc1ccc(C2=[N+]([O-])C3(CCCCC/C3=N\O)N(O)C2(C)C)o1 (configuration not stated)
-2	6%	?	8%	?	79µM*	0%	0%	-5%	CC(C)[C@H]1CN=C2N(C[C@H](C)NC(=O)CCC3CCCCC3)[C@H](Cc3ccc(O)cc3)CN21
-10	2%	11%	-1%	·	2%	43%[activator]	4%	·	CN(CC(=O)Nc1ccc(F)cc1[N+](=O)[O-])C1CCS(=O)(=O)C1 (configuration not stated)
-2	13%	0%	9%	-27%	-21%	10%	4%	-18%	O=C(CCS(=O)(=O)c1cccc2nonc12)NCc1ccc(Cl)cc1
1	7%	6%	4%	31%[59 µM]	-4%	43%	-3%	1%	C=CCN(CC=C)S(=O)(=O)c1ccc2nc(NC(=O)C(C)C)sc2c1
-2	-14%	4%	-2%	12%[59 µM]	-28%	53%[activator]	-3%	-14%	CCCc1cc(=O)[nH]c(Nc2cc(C)cc(C)c2)n1
1&-1	12%&-13%	-7%&-21%	1%&7%	-7%	-12%&-8%	35%	3%&0%	-3%[57.1 µM]	CC(=O)N1CCCc2cc(S(=O)(=O)N3CCCC(C(=O)NCc4ccccc4Cl)C3)ccc21 (configuration not stated)
2	-6%	-7%	7%	-28%	-23%	1%	17%	5%	Cc1ccc(NC(=O)c2ccc(S(=O)(=O)N3CCC(C)CC3)cc2)nc1
-1	-8%	2%	-3%	-2%[59 µM]	0%	31%	-5%	-1%	CC(C)C(=O)Nc1cccc(NC(=O)c2ccc([N+](=O)[O-])cc2Cl)c1
-2	-38%	35%[activator]	-2%	2%[59 µM]	-5%	30%	·	-6%	CCN(CC(=O)Nc1ccccc1OC)C(=O)CSCc1ccc(C)cc1
-8	-33%	-5%	9%	-17%	-1%	11%	2%	-6%	O=C(COc1ccc(Br)cc1Br)NC(=S)Nc1cccc(CO)c1
1	?	-17%	-12%	-6%[59 µM]	-25%	21%	2%	-4%	COCCN1CC(O)=C(c2nc3ccccc3c(=O)[nH]2)C1=N
-1	3%	249%[activator]	-1%	?	-12%	52%[activator]	-3%	-1%	COCCN1C(=O)c2oc3ccccc3c(=O)c2C1c1cccc(O)c1 (configuration not stated)
-1	-19%	4%[57.4 µM]	-1%	0%[59 µM]	-19%	39%	-4%	11%	COCCOC(=O)c1[nH]c2c(c1C)C(=O)CC(c1cc(OC)ccc1OC)C2 (configuration not stated)
-4	1%	-25%	3%	?	?	?	0%	?	COC(=O)c1cc(NC(=O)c2nn(C)c3c2COc2ccccc2-3)cc(C(=O)OC)c1
-3	-32%	-14%	4%	-12%[59 µM]	-7%	30%	4%	2%	O=C(NNC(=S)NCc1ccccc1)c1ccc(OC(F)F)cc1

Three entries picked at random from the list so far:
PI4K2A inh	RGS4 inhibitor	ALOX12 inh	GLS inhibitor	G9a block	JMJD2A Tudor	HP1b chromo inh	ERG Ets-DNA blk	BAZ2B block	SMILES
-4	1%	-25%	3%	?	?	?	0%	?	COC(=O)c1cc(NC(=O)c2nn(C)c3c2COc2ccccc2-3)cc(C(=O)OC)c1
-1	3%	249%[activator]	-1%	?	-12%	52%[activator]	-3%	-1%	COCCN1C(=O)c2oc3ccccc3c(=O)c2C1c1cccc(O)c1 (configuration not stated)
-8	-33%	-5%	9%	-17%	-1%	11%	2%	-6%	O=C(COc1ccc(Br)cc1Br)NC(=S)Nc1cccc(CO)c1

This is a subset; count on the stated rates, not on these rows.
